MC4R barr agon = agonists of human melanocortin 4 receptor (MC4R) beta-arrestin; hit rate 0.98% among 360,000; activation, % at 8.9 µM; AID 540308; U2OS MC4R beta-arrestin complementation, luminescence; percent of melanotan II response, DMSO zero; P32245;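 active means activation above a per-plate cutoff, the mean activation of sample wells on that plate plus 3 SD, cut at about 8% in these data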
Target sequence (P32245 whole entry, looked up): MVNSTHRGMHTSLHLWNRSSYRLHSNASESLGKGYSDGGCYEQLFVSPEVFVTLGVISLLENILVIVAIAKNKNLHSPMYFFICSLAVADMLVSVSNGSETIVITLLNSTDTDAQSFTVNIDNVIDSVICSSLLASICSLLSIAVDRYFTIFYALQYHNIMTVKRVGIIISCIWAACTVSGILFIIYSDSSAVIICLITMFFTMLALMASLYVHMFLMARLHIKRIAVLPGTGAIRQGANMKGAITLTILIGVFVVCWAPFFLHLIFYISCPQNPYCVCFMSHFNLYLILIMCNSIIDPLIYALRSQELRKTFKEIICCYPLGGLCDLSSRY
Cardio protect = myocardial damage modulation in H9c2 cells. protection from H2O2 cell death, % at 20 µM. AID 588492. hit rate 0.63% among 360,000. H9c2 cardiomyocytes, H2O2 injury protection, ATPLite, 2 h;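 active means compounds giving at least 50% protection of heart cells from peroxide-induced death in the single-dose screen, raw or plate-pattern-corrected value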;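 further: 0% = DMSO wells with peroxide and 100% = DMSO wells without peroxide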
CaV13 FRET inh = Disruptors of the CACNA1D IQ motif to Ca2+-dependent inactivation inhibitor domain association, primary screening, Förster resonance energy transfer in intact living … | HEK cells, CFP/YFP FRET ICDI-IQ, plate reader, 10 min; percent FRET-ratio fall versus neutral wells | inhibition, % at 12.3 µM | hit rate 0.098% among 340,000 | AID 743397;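 active means mean replicate inhibition of at least 30% and at least 1% of replicates passing that level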;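 further: 0% = median of the neutral control wells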
ABCB6 inh 2 = human ABCB6 transporter inhibition; Q9NP58; K562-ABCB6 porphyrin accumulation, flow cytometry, 1 h; hits give low values; fluorescence ratio to DMSO, % at 10 µM; hit rate 0.19% among 360,000; AID 602162;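 active means fluorescence ratio to DMSO below 75%, the collection mean minus 3 SD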;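 further: signal is porphyrin accumulated inside mitochondria; 100% equals median channel fluorescence of DMSO control wells; lower ratio means ABCB6 inhibition with less porphyrin fluorescence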
m5-HT2A agonist = agonists of mouse serotonin 5-HT2A receptor (HTR2A); hit rate 0.66% among 360,000; CHO-K1 mHTR2A beta-arrestin complementation, luminescence; percent of 30 µM serotonin response; P35363; activation, % at 7.6 µM;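 active means activation above a run cutoff, the mean activation of all tested compounds plus 3 SD, cut at about 14% in these data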;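 further: 0% = plate median of compound wells and 100% = 30 µM serotonin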
PDI inh = PDI (human) enzyme inhibition; P07237; PDI insulin aggregation turbidity, A650, 90 min; inhibition, % at 10 µM; hit rate 0.052% among 350,000; AID 588391;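 active means mean inhibition across replicates of 30% or more, whatever share of single replicates reach that level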;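 further: absorbance from insulin aggregation driven by PDI reduction with DTT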
Target sequence (P07237 whole entry, looked up): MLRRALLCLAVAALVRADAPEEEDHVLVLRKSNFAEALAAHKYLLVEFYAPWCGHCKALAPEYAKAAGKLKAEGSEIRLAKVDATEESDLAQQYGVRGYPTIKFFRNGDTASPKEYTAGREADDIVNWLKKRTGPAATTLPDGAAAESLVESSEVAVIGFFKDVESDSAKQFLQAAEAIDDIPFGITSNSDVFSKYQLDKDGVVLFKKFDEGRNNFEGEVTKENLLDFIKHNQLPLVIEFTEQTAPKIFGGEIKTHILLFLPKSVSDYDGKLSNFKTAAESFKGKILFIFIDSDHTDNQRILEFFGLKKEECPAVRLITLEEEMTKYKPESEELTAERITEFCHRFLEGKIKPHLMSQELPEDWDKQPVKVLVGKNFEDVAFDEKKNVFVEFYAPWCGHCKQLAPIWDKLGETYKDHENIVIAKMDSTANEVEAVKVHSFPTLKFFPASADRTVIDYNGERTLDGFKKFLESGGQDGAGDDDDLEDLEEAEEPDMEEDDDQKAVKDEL
ABHD5 PLIN5 PPI = inhibitors of human ABHD5-perilipin-5 interaction. inhibition, % at 4 µM. Split G. princeps luciferase complementation, luminescence, 4 h. Q00G26+Q8WTS1. hit rate 0.78% among 360,000;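 active means inhibition above the mean inhibition across every tested compound plus 3 SD, cut at about 22% in these data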;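 further: 0% = DMSO only wells and the 100% control is not disclosed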
Glyco luc inh = N-linked glycosylation inhibition | D54 ERlucT glycosylation luciferase reporter, 24 h; percent of 100 nM tunicamycin response | reporter increase, % at 12.5 µM | hit rate 0.23% among 360,000 | AID 588692;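 active means mean luciferase reporter signal, scaled so untreated is 0 and the glycosylation-blocking control 100, at or above a set limit in every replicate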;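 further: luciferase carries N-glycosylation sites so blocking glycosylation raises the light; 0% = median of neutral control wells and 100% = median of 100 nM tunicamycin wells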
Exocytosis inh = blocks lytic granule exocytosis; TALL-104 LAMP-1 surface exposure, flow cytometry; cells stimulated with thapsigargin and PMA; AID 651702; inhibition, % at 10 µM; hit rate 0.66% among 360,000;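 active means inhibition above about 55%, limit read from the data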
MC4R antagonist = blocks human MC4R cAMP signaling | MC4R-expressing cells, MTII-stimulated cAMP, LANCE TR-FRET | inhibition, % at 6.5 µM | hit rate 0.48% among 360,000 | AID 540295;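 active means inhibition above its plate's cutoff, the mean of tested wells on that plate plus 3 SD, cut at about 29% in these data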;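 further: 0% = Melanotan II alone and 100% = Melanotan II plus saturating MCL0020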
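System – human MC4R-expressing U2OS cells · Also added – Melanotan II · Dosing – one concentration, 6.5 µM nominal · Timing – 30-min compound, 1-h challenge, 1-h detection, room temperature · Measured by – Eu-cAMP/anti-cAMP TR-FRET, emission 671 nm · Replicates – singlicate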
The depositor's hits bear a star; x = not tested or not shown; & = joins results of further samples; ! = a repeat was not active. Only part of the results is shown (hit frequency here may not be typical).

No. | smiles | CaV13 FRET inh | MC4R barr agon | Exocytosis inh | ABCB6 inh 2 | ABHD5 PLIN5 PPI | m5-HT2A agonist | PDI inh | Cardio protect | MC4R antagonist | Glyco luc inh
1 | CC[C@]12CCCN3CCc4c(n(c5ccccc45)[C@](O)(C(=O)OC)C1)[C@@H]32 | -5.4 | 0.1 | -8.8 | 98.0 | 13.3 | -1.0 | -13.8 | -7.8 | 1.8 | 1.2
2 | CCCOc1ccc(C(=O)OCCN(CC)CC)cc1N | -4.2 | -0.1 | -0.7 | 99.0 | 8.1 | 1.0 | 5.8 | 2.5 | 7.0 | -4.4
3 | CN(C)C/C=C(\c1ccc(Br)cc1)c1cccnc1 | -4.7 | -0.5 | -1.3 | 99.0 | 7.0 | 1.0 | -3.7 | 6.5 | 10.6 | 0.8
4 | O=C(Nc1cc(-c2ccccc2)nn1-c1ccccc1F)c1ccc([N+](=O)[O-])cc1 | -5.2 | -3.1 | -6.7 | 96.0 | 9.2 | -13.0 | -3.9 | 0.4 | 11.0 | -3.9
5 | CC(=O)OCC(=O)[C@@]1(O)CC[C@H]2[C@@H]3CCC4=CC(=O)C=C[C@]4(C)[C@@]3(F)[C@@H](O)C[C@@]21C | -6.3 | -0.8 | 4.5 | 98.0 | -1.1 | -0.8 | -2.7 | -5.9 | 10.7 | 6.5
6 | O=C(O)Cc1cn(-c2ccccc2)nc1-c1ccc(Cl)cc1 | -2.8 | -1.1 | 1.5 | 98.0 | -0.4 | 0.6 | 2.1 | 0.2 | 8.7 | 1.7
7 | CCCCOc1cc(C(=O)OCCN(CC)CC)ccc1N | -4.7&-4.1 | 0.8&-0.8 | -0.1&4.3 | 99.0&102.0 | 0.0&-7.7 | -3.4&-10.1 | -2.2&-8.5 | 5.5&2.0 | 14.2&6.9 | -3.8&-2.9
8 | C=C[C@H]1CN2CC[C@H]1C[C@H]2[C@H](O)c1ccnc2ccc(OC)cc12 | -4.4&-5.1 | -1.1&-0.2 | -4.3&1.1 | 99.0&103.0 | -1.2&6.7 | 1.1&-2.9 | 1.2&-4.7 | -7.1&-8.8 | -3.8&2.4 | 0.8&7.9
9 | CN[C@@H]1[C@H](O)[C@H](NC)[C@H]2O[C@@]3(O)C(=O)C[C@@H](C)O[C@H]3O[C@@H]2[C@H]1O | -13.7 | -2.6 | -12.2 | 97.0 | -1.6 | 15.5* | -7.8 | -2.3 | 2.8 | 2.1
10 | O=C(NC1CCN(CCc2c[nH]c3ccccc23)CC1)c1ccccc1 | -18.7 | 0.8 | 1.1 | 99.0 | -4.7 | -11.3 | -2.3 | -1.1 | 9.1 | -0.2
11 | COc1cc(C=O)ccc1O | -4.0 | -1.0 | -0.9 | 100.0 | 2.4 | 0.7 | -14.3 | -5.0 | 4.1 | 2.3
12 | CC(C)(C)NCC(O)COc1cccc2c1C[C@H](O)[C@H](O)C2 (some centres not stated) | -5.0 | -0.2 | -1.2 | 98.0 | 3.4 | 0.6 | 0.9 | 13.4 | 1.1 | 2.1
13 | C=C[C@H]1CN2CCC1C[C@H]2[C@H](O)c1ccnc2ccc(OC)cc12 (some centres not stated) | -5.7 | -1.5 | -2.4 | 100.0 | 7.8 | 1.2 | 1.9 | -2.9 | 4.3 | -0.5
14 | Cc1cc(=O)oc2cc(O)ccc12 | x | -0.2 | -2.1 | 97.0 | 1.0 | -0.6 | x | 7.2 | -0.4 | -2.7
15 | CCCC(=O)O[C@]1(C(=O)CCl)[C@@H](C)C[C@H]2[C@@H]3CCC4=CC(=O)C=C[C@]4(C)[C@@]3(F)C(=O)C[C@@]21C | -5.5 | -0.1 | -1.7 | 101.0 | -2.9 | -1.9 | -1.4 | -7.4 | 16.1 | -3.2
16 | COC(=O)N/N=C/c1c[n+]([O-])c2ccccc2[n+]1[O-] | -5.0 | 1.3 | -4.4 | 102.0 | 8.0 | 5.3 | -9.9 | 16.0 | -22.2 | 2.5
17 | C[C@@H]1C[C@H]2[C@@H]3CCC4=CC(=O)C=C[C@]4(C)[C@@]3(Cl)[C@@H](O)C[C@]2(C)[C@@]1(OC(=O)c1ccco1)C(=O)CCl | -4.5 | 1.1 | 7.5 | 98.0 | -7.0 | -9.8 | -2.7 | -14.0 | 4.0 | -2.7
18 | COc1cc(N)c(Cl)cc1C(=O)N[C@H]1CCN(CCCOc2ccc(F)cc2)C[C@H]1OC | -4.6 | 0.3 | 8.1 | 101.0 | -3.9 | -3.4 | 0.2 | 15.4 | -1.4 | -3.0
19 | CN(C)CC/C=C1/c2ccccc2COc2ccc(CC(=O)O)cc21 | -4.6 | 0.8 | -3.5 | 97.0 | 13.2 | -9.4 | 11.0 | -2.3 | -1.9 | -2.1
20 | CC(Cc1cccc(C(F)(F)F)c1)NCCOC(=O)c1ccccc1 (configuration not stated) | -5.0&-4.7 | 4.5&6.5 | -3.8&-1.2 | 100.0&102.0 | 7.2&-2.9 | -4.9&-5.9 | -0.8&-2.3 | -13.9&-11.6 | 7.6&-1.3 | -0.1&-0.1
21 | C/C(=N\NC(=S)NCc1ccccc1)C1CCCCC1 | -0.9 | -0.8 | 1.9 | 95.0 | -7.5 | -1.6 | 4.4 | -3.6 | 1.4 | -0.6
22 | CCCCN(CCCC)CCCOC(=O)c1ccc(N)cc1 | -4.4 | -0.5 | -2.1 | 95.0 | 1.5 | -4.8 | 6.9 | 9.1 | -3.8 | -0.6
23 | CC1(C)O[C@@H]2C[C@H]3[C@@H]4C[C@H](F)C5=CC(=O)C=C[C@]5(C)[C@@]4(F)[C@@H](O)C[C@]3(C)[C@]2(C(=O)CO)O1 | -4.7 | 1.5 | 2.2 | 99.0 | 7.7 | -0.2 | -3.6 | 14.9 | -4.8 | 9.2
24 | Cc1nc2c3ccccc3nc(NNC(=O)CCC(=O)N3CCN(c4ccccc4F)CC3)n2n1 | -3.8 | -3.3 | 1.8 | 100.0 | -0.3 | -2.4 | -6.1 | 14.6 | 2.6 | 0.6
25 | CCC(C(=O)Nc1ccccc1N1CCCC1)c1ccccc1 (configuration not stated) | -2.3 | -0.8 | 2.4 | 97.0 | 0.7 | -6.9 | 12.4 | -3.3 | 6.6 | 5.7

Profiles as entered above.
`CCCCN(CCCC)CCCOC(=O)c1ccc(N)cc1` across the screens: CaV13 FRET inh = -4.4; MC4R barr agon = -0.5; Exocytosis inh = -2.1; ABCB6 inh 2 = 95.0; ABHD5 PLIN5 PPI = 1.5; m5-HT2A agonist = -4.8; PDI inh = 6.9; Cardio protect = 9.1; MC4R antagonist = -3.8; Glyco luc inh = -0.6
`CN(C)C/C=C(\c1ccc(Br)cc1)c1cccnc1` across the screens: CaV13 FRET inh = -4.7; MC4R barr agon = -0.5; Exocytosis inh = -1.3; ABCB6 inh 2 = 99.0; ABHD5 PLIN5 PPI = 7.0; m5-HT2A agonist = 1.0; PDI inh = -3.7; Cardio protect = 6.5; MC4R antagonist = 10.6; Glyco luc inh = 0.8

The listing continues.
No. | smiles | CaV13 FRET inh | MC4R barr agon | Exocytosis inh | ABCB6 inh 2 | ABHD5 PLIN5 PPI | m5-HT2A agonist | PDI inh | Cardio protect | MC4R antagonist | Glyco luc inh
26 | Cn1ccc2cc3c(cc21)CCN3C(=O)Nc1cccnc1 | -5.5 | 0.6 | -0.5 | 104.0 | 2.4 | -7.2 | 12.8 | 8.4 | -1.5 | -1.9
27 | O=C1NC(=S)S/C1=C\C=C\c1ccc([N+](=O)[O-])o1 | -6.1 | 0.6 | -9.9 | 112.0 | 18.4 | 1.8 | -1.4 | -16.2 | 15.5 | -19.0
28 | O=C(c1ccccn1)N(Cc1cccs1)C1(C(=O)NC2CCCCC2)CCCCC1 | -1.7 | 1.4 | 0.3 | 98.0 | -2.1 | 3.1 | -0.5 | 3.0 | 17.9 | -1.4
29 | Cc1c(C)n(Cc2ccccc2)c2ccc(C(=O)OCCN(C)C)cc12 | -6.8 | 1.2 | -7.8 | 99.0 | 20.0 | -10.1 | 7.0 | 3.3 | -4.0 | -5.9
30 | O=[N+]([O-])c1cncn1CCN1CCOCC1 | -5.9 | -0.5 | 2.4 | 97.0 | -4.0 | 5.3 | -3.4 | 3.6 | 6.4 | 2.0
31 | CCCC(=O)O[C@]1(C(=O)COC(C)=O)CC[C@H]2[C@@H]3C[C@H](F)C4=CC(=O)C=C[C@]4(C)[C@@]3(F)[C@@H](O)C[C@@]21C | -4.1 | 1.0 | -6.2 | 104.0 | -6.2 | 0.7 | -0.1 | 6.3 | 8.7 | 8.0
32 | COc1ccc(C(=O)c2ccccc2)c(O)c1 | -8.4 | 4.6 | -0.1 | 92.0 | -7.5 | 1.3 | -6.2 | -6.7 | -2.2 | -1.6
33 | Nc1ncnc2c1c(-c1ccc(Oc3ccccc3)cc1)cn2C1CCCC1 | -6.0 | 1.0 | -2.5 | 95.0 | -5.7 | -8.2 | -2.6 | -43.0 | 17.4 | -0.8
34 | CCCC1(c2ccccc2)NC(=O)N(CC(=O)N(C)Cc2c(F)cccc2Cl)C1=O (configuration not stated) | -5.8 | -0.8 | 8.0 | 94.0 | -2.4 | -3.6 | 7.6 | -1.3 | 11.9 | -1.0
35 | CCCCCCCCCCCCCCCC(O)C(N)CO (configuration not stated) | -5.7 | -0.9 | 40.1 | 93.0 | 3.6 | -0.3 | -0.1 | -3.1 | 1.8 | -7.0
36 | CC(C)NNC(=O)c1ccncc1 | -4.1 | -1.0 | 1.7 | 102.0 | 1.7 | 28.5* | -9.6 | -6.9 | 3.8 | 0.9
37 | CC(=O)Oc1ccc2c(C)cc(=O)oc2c1 | -2.1 | -2.0 | 3.1 | 101.0 | 4.0 | 0.9 | 1.3 | 60.8* | 7.2 | 2.1
38 | Nc1c2ccccc2nc2ccccc12 | 40.3* | 2.5&-0.9 | -2.7&5.2 | 96.0&103.0 | 0.8&1.8 | -12.9&-7.0 | -3.3&-11.9 | -4.8&8.7 | 1.3&2.8 | 33.4*!
39 | CCc1ccccc1OC[C@@H](O)CN[C@H]1CCCc2ccccc21 | -4.8 | 4.1 | 8.4 | 94.0 | -3.9 | -5.9 | 10.1 | -31.6 | 0.7 | -1.4
40 | CC(C)(C)NCC(O)COc1cccc2c1CC(O)C(O)C2 (configuration not stated) | -5.1 | -0.1 | -0.8 | 98.0 | -5.8 | -0.4 | -7.6 | -2.6 | -2.1 | 0.6

Glyco luc inh, what is marked active above.
entry	Structure	CaV13 FRET inh	MC4R barr agon	Exocytosis inh	ABCB6 inh 2	ABHD5 PLIN5 PPI	m5-HT2A agonist	PDI inh	MC4R antagonist	Glyco luc inh
38	Nc1c2ccccc2nc2ccccc12	40.3*	2.5&-0.9	-2.7&5.2	96.0&103.0	0.8&1.8	-12.9&-7.0	-3.3&-11.9	1.3&2.8	33.4*!
